# APJ antagonist – blocks the human apelin receptor APJ | CHO-K1 APJ beta-arrestin complementation, luminescence | AID 2521 | inhibition, % at 20 µM | P35414 | hit rate 0.32% among 330,000;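 active = inhibition above about 40% at 20 µM, limit read from the data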;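 also: cells challenged with 10 nM apelin-13 agonist together with compound; plate controls were apelin-13 plus DMSO wells for no effect and DMSO wells lacking apelin-13 for full effect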
# Target sequence (P35414 whole entry, looked up): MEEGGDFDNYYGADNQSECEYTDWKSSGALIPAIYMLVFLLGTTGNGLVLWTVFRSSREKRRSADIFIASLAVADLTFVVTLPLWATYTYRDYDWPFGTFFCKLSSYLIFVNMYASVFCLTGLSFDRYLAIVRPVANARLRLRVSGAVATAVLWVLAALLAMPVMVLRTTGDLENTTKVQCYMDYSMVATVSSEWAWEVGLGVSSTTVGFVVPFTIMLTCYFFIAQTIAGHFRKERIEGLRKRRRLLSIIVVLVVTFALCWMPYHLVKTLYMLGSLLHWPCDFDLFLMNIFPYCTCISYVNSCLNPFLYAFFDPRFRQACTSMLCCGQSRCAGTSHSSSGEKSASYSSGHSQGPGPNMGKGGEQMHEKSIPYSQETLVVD
# Gli-Sufu block – Gli-Sufu pathway antagonism | inhibition, % at 5 µM | hit rate 0.74% among 340,000 | Sufu-KO-LIGHT fibroblasts, Gli luciferase reporter luminescence;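 active = inhibition above about 55%, limit read from the data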;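 also: 0% = DMSO-treated cells and 100% = wells with medium but no cells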
# UBC13 inh – human UBC13 polyubiquitination inhibition; P61088; UBC13 polyubiquitin chain formation, TR-FRET; inhibition, % at 20 µM; hit rate 0.47% among 330,000; AID 485273; in the data active = inhibition above about 45%, passing the limit was not always enough
# CCR6 antagonist – blocks CCL20-driven beta-arrestin recruitment at human CCR6 | P51684 | inhibition, % at 20 µM | AID 493098 | CHO-K1 CCR6 PathHunter beta-arrestin, luminescence, CCL20-stimulated | hit rate 0.49% among 340,000;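 active = compounds whose inhibition of the agonist-driven luminescence signal at 20 µM reaches about 50%, limit read from the data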;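 also: cells stimulated with CCL20 at 14 nM final; plate controls were DMSO with CCL20 for no effect and DMSO without agonist for full effect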
# CXCR6 inh – CXCR6 (human) receptor inhibition. O00574. CHO-K1 PathHunter CXCR6 beta-arrestin, luminescence. inhibition, % at 20 µM. hit rate 0.36% among 360,000. AID 602244; in the data active = inhibition above about 34%, passing the limit was not always enough;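 also: antagonist mode with CXCL16 agonist at 10 nM final; 0% = 10 nM CXCL16 with DMSO and 100% = unstimulated wells without agonist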
# Target sequence (O00574 whole entry, looked up): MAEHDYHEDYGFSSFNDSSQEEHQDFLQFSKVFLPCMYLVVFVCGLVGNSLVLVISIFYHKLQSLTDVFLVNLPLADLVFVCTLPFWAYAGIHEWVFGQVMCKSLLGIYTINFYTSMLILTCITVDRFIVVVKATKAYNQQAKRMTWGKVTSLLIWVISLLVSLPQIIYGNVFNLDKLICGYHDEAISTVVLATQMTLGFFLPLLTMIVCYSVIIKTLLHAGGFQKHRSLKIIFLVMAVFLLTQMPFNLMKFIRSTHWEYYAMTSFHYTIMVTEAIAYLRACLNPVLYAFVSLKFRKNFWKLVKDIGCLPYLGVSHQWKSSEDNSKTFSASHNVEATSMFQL
# EBI2 block – blocks human EBI2 receptor beta-arrestin signaling; EBI2 beta-arrestin recruitment, luminescence, 7a,25-OHC stimulated; inhibition, % at 5 µM; P32249; hit rate 0.81% among 360,000; in the data active = inhibition above about 38%;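 also: enzyme fragment complementation signal reports receptor beta-arrestin coupling in cells; 0% = agonist plus DMSO wells and 100% = wells without agonist; some results beyond the cut were filed as inactive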
# Target sequence (P32249 whole entry, looked up, the tested form may be a part): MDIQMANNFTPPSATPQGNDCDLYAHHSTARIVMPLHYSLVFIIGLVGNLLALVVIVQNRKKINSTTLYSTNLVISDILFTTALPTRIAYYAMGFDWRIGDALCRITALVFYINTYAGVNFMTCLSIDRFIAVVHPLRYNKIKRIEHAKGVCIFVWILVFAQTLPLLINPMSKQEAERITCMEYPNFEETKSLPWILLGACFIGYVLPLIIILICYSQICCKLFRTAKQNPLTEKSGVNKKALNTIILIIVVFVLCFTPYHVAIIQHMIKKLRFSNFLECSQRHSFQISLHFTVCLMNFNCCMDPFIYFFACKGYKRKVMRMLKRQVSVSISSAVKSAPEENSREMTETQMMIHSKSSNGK
# 697 NFkB inh – lowers PMA/ionomycin-induced NF-kB signal in 697 B cells; 697 B-cell NF-kB luciferase reporter, 16 h; inhibition, % at 4 µM; hit rate 0.33% among 330,000; AID 435022; in the data active = inhibition above about 35%
# Jurkat NFkB inh – inhibitors of the PMA/ionomycin-induced NF-kB reporter in Jurkat cells. PMA/ionomycin-induced NF-kB luciferase reporter, luminescence. inhibition, % at 4 µM. hit rate 0.53% among 330,000. AID 435003; in the data active = inhibition above about 50%
# Starred values were filed as active, the others as inactive; nt = not tested or not shown.
SMILES,APJ antagonist,Gli-Sufu block,UBC13 inh,CCR6 antagonist,CXCR6 inh,EBI2 block,697 NFkB inh,Jurkat NFkB inh
CC(=NNC(=O)c1ccncc1)c1cccc(Cl)c1,nt,-11,nt,13,5,1,nt,nt
CCOC(=O)c1cn(Cc2cccc(C)c2)nn1,-5,1,4,2,-11,-10,11,9
COC1CCN(C(=O)C2CCC(=O)N(CCc3cccc(F)c3)C2)CC1 (stereo not drawn),-7,3,-11,8,-4,-18,-15,7
O=C(c1cc(F)c(F)cc1Cl)N1CCN(c2ccc([N+](=O)[O-])c3ncccc23)CC1,2,8,-5,-1,-4,-19,-28,3
CC(=O)C1=C(C)N(c2ccccc2)C(=O)C1(NS(=O)(=O)c1ccc(N)cc1)C(F)(F)F (stereo not drawn),-3,-6,-5,-7,-2,-1,10,6
CC1CC(C)CN(C(=O)C2CCC(CNc3c(N4CCCCC4)c(=O)c3=O)CC2)C1 (stereo not drawn),10,7,-3,-2,8,20,1,10
O=c1ccc(=O)n2n1CC(O)C2,3,8,-3,-8,-6,-19,7,-3
O=C(N/N=C/c1ccc(O)c2ccccc12)c1cccnc1,-20,33,-4,-4,-7,-2,-3,-4
CCOC(=O)N1CCN(C(=O)c2cc(COc3ccc(F)cc3F)on2)CC1,20,-8,-4,4,2,-4,-38,-34
O=C(NCCc1ccc(Cl)cc1)C1CCN(S(=O)(=O)N2CCCCC2)CC1,-28,4,-1,17,0,44*,19,5
Cc1ccc(NC(=O)CCNS(=O)(=O)c2ccc3c(c2)oc(=O)n3C)cc1,-11,1,6,8,-2,-7,41*,16
CC1(C)CC(=O)C(C=Nc2ccc(O)c(N=CC3=C(O)CC(C)(C)CC3=O)c2)=C(O)C1,-11,19,-24,-14,22,-3,-13,6
CC(=O)c1ccc(NC(=O)CN2CCCC2)cc1,18,-31,8,-3,4,7,-49,-39
CN(CC(=O)NC1CC1)S(=O)(=O)c1ccc(Br)cc1,6,-4,-3,7,0,-11,5,-8
CC1CCCCN1S(=O)(=O)c1ccc(C(=O)N(CCCN(C)C)c2nc3ccc(Br)cc3s2)cc1 (stereo not drawn),48*,48,52*,16,-11,-12,-63,1
O=C(Nc1ccccc1F)C1(c2ccccc2)CC1(Cl)Cl (stereo not drawn),3,1,2,14,10,11,-2,-15
O=C(N/N=C/c1ccc[nH]1)c1cccnc1,-5,2,-6,2,-4,-5,18,4
Cc1ccc(S(C)(=O)=O)cc1S(=O)(=O)Nc1cccc(Cl)c1,10,3,-2,-1,-2,-5,3,15
OCC#Cc1cnc2ccccc2c1,13,-15,-4,4,-1,1,-10,-12
COc1ccc(C(=O)Nc2ccc(S(=O)(=O)Nc3nccc(C)n3)cc2)cc1OC,-2,5,1,4,-2,7,10,-3
O=C(NCCc1nnc2ccc(NCc3ccc(Cl)cc3)nn12)c1ccccc1,19,2,-1,11,-3,-4,11,-2
COc1ccc(C(CNC(=O)c2cc(S(=O)(=O)Nc3cccc(C)c3)ccc2C)N2CCOCC2)cc1 (stereo not drawn),nt,5,nt,2,-3,-2,nt,nt
COc1ccc(NC(=O)c2ccc(C#N)cc2)cc1NS(=O)(=O)c1ccc(F)cc1,-10,-1,11,8,2,9,-6,-2
C=CCNC(=S)Nc1sc2c(c1C(N)=O)CCCC2,15,-5,-17,13,-3,1,-32,-2
COc1ccccc1CNC(=O)c1cc2c(s1)CS(=O)(=O)C2,9,0,2,-6,-9,4,7,11

# Marked active in EBI2 block, of those listed so far:
canonical_smiles,APJ antagonist,UBC13 inh,CCR6 antagonist,CXCR6 inh,EBI2 block,697 NFkB inh,Jurkat NFkB inh
O=C(NCCc1ccc(Cl)cc1)C1CCN(S(=O)(=O)N2CCCCC2)CC1,-28,-1,17,0,44*,19,5

# Remaining list, next part:
SMILES,APJ antagonist,Gli-Sufu block,UBC13 inh,CCR6 antagonist,CXCR6 inh,EBI2 block,697 NFkB inh,Jurkat NFkB inh
O=C(COc1ccccc1)NCC(=O)N1CCCCCC1,-10,1,8,4,-1,9,14,0
CC(C)Cc1nnc(NC(=O)CCC(=O)N2CCN(c3ccc([N+](=O)[O-])cc3)CC2)s1,21,28,-14,14,-8,-15,-25,12
CCOC(=O)Cc1csc(SCC(=O)Nc2ccc(C)cc2F)n1,4,0,-4,0,-4,43,3,17
C[C@H](NC(=O)C1CC(=O)N(c2ccc3c(c2)OCCO3)C1)C(=O)NC1CCCC1 (stereo partly drawn),0,-3,3,-2,2,-6,-1,12
C(=N\Nc1nc2ccccc2s1)/c1ccc2c(c1)OCO2,-8,-74,0,-21,2,5,-333,-205
CC[C@@]12C(=O)N(c3ccc(C)cc3)C(=O)N1[C@H](c1ccc(OC)cc1)[C@@H]1C(=O)N(C(C)(C)C)C(=O)[C@@H]12,16,-5,5,10,0,-2,2,3
Cc1ccc(/C=N/NC(=O)c2cccs2)o1,1,-3,-17,1,-8,0,-36,-20
C[C@@H]1CN([C@H](C)CO)C(=O)Cc2cc(NC(=O)Nc3ccccc3)ccc2O[C@@H]1CN(C)Cc1ccc2c(c1)OCO2,-2,16,8,-2,12,1,-2,-14
S=C(c1ccc2c(c1)OCO2)N1CCCC1,4,11,-7,2,1,7,-4,1
CC(=O)c1cnc2n(c1=O)CCS2,-5,6,0,-5,-3,-14,7,-27
OCCNc1nc(N2CCOCC2)nc(N2CCOCC2)n1,-9,4,-6,9,2,6,11,-23
Cc1cccc(-c2nsc(SCC(=O)N3CCCC3)n2)c1,15,-87,4,12,-5,-3,-95,-72
CC(C1CC2CCC1C2)n1c(COc2ccccc2F)nnc1SCC(N)=O (stereo not drawn),7,5,5,21,0,-14,16,-12
COC(=O)c1ccccc1OCc1cccc(C)n1,2,5,0,-3,-4,-5,3,7
CCN(C(=O)CSc1nnc(-c2ccc(OC)cc2)n1N)c1c(N)n(Cc2ccccc2)c(=O)[nH]c1=O,nt,2,nt,2,4,9,nt,nt
CCn1c(CNc2ccc(F)cc2)nnc1SCC(=O)OC1CCCCC1,9,1,2,3,-5,2,7,9
Cc1cc(C)n(CC(O)COc2ccccc2[N+](=O)[O-])n1 (stereo not drawn),22,-7,7,8,4,-1,-14,10
OCc1nn2c(c1Br)NC(c1ccccc1)CC2C(F)(F)F (stereo not drawn),0,-20,0,-10,-3,-6,5,-7
Cc1ccc(C)c(N(C(=O)c2csnn2)C(C(=O)NC2CCCC2)c2cccnc2)c1 (stereo not drawn),13,11,8,14,2,-7,11,14
COc1cccc(NC(=S)NCc2ccncc2)c1,-4,-7,6,-7,5,-8,9,18
COc1ccc(OCC(=O)N/N=C/c2cccc3cccnc23)cc1,-18,4,-6,8,3,2,16,0
O=C(Nc1ccc(S(=O)(=O)N2CCOCC2)cc1)c1ccc2c(c1)OCO2,4,0,-4,8,5,2,9,2
CC(CC(=O)Nc1ccc(-c2ccno2)cc1)n1cccn1 (stereo not drawn),16,-15,-2,-5,-10,-7,-49,-14
O=C(N/N=C/c1ccc(Br)o1)c1cncc(Br)c1,13,4,-5,12,-10,-6,13,0
COc1cc(-c2nc(=S)[nH][nH]2)cc(OC)c1OC,8,16,-7,-6,-5,-6,15,-3

# In another format: 7 of the compounds above.
# Screens in order: APJ antagonist | Gli-Sufu block | UBC13 inh | CCR6 antagonist | CXCR6 inh | EBI2 block | 697 NFkB inh | Jurkat NFkB inh
S=C(c1ccc2c(c1)OCO2)N1CCCC1
→ 4 | 11 | -7 | 2 | 1 | 7 | -4 | 1
COc1cc(-c2nc(=S)[nH][nH]2)cc(OC)c1OC
→ 8 | 16 | -7 | -6 | -5 | -6 | 15 | -3
Cc1ccc(/C=N/NC(=O)c2cccs2)o1
→ 1 | -3 | -17 | 1 | -8 | 0 | -36 | -20
COc1cccc(NC(=S)NCc2ccncc2)c1
→ -4 | -7 | 6 | -7 | 5 | -8 | 9 | 18
CCn1c(CNc2ccc(F)cc2)nnc1SCC(=O)OC1CCCCC1
→ 9 | 1 | 2 | 3 | -5 | 2 | 7 | 9
CC[C@@]12C(=O)N(c3ccc(C)cc3)C(=O)N1[C@H](c1ccc(OC)cc1)[C@@H]1C(=O)N(C(C)(C)C)C(=O)[C@@H]12
→ 16 | -5 | 5 | 10 | 0 | -2 | 2 | 3
O=C(COc1ccccc1)NCC(=O)N1CCCCCC1
→ -10 | 1 | 8 | 4 | -1 | 9 | 14 | 0

# The list goes on:
SMILES,APJ antagonist,Gli-Sufu block,UBC13 inh,CCR6 antagonist,CXCR6 inh,EBI2 block,697 NFkB inh,Jurkat NFkB inh
CCc1ccc2c(c1)C1(C(=O)N2)N2CCCC2C(C(=O)c2ccc3ccccc3c2)C12C(=O)Nc1ccccc12 (stereo not drawn),-16,-15,-10,-8,4,39,-39,-21
Clc1ccc(CN2CC[C@H]3C=CCc4cccc(c43)C2)cc1,-14,6,12,9,-17,10,5,-19
CCOC(=O)c1cccc(NC(=O)C2CCN(S(=O)(=O)c3cccs3)CC2)c1,27,-1,-2,5,-3,23,13,-10
CC(=O)C1=C(C)N(Cc2ccccc2)C(=O)N[C@H]1c1cccc(F)c1,-50,18,13,15,-4,-4,-6,12
CCOc1ccc2c(c1)sc(N)[n+]2Cc1cc(C)cc2cccnc12,0,20,8,1,-11,9,-80,62*
COc1ccc(-c2csc(N(C)C(=O)c3cccs3)n2)cc1,-20,-47,-8,1,3,14,-32,-73
COc1ccc(/C=C/C(=O)N2CCN(C)CC2)cc1S(=O)(=O)N1CCCCC1,-11,9,-2,12,8,-1,-8,-7
O=S(=O)(Nc1cccc(S(=O)(=O)N2CCOCC2)c1)c1ccc2c(c1)OCCO2,-2,4,3,7,1,-9,18,3
CCn1c(C(=O)O)c(CC(=O)Nc2ccccc2OC)c2ccccc21,-16,-3,-7,-1,4,-4,8,11
CN(C)c1cccc2c1c(NS(=O)(=O)c1cn(C)cn1)nn2C,-32,-3,-21,-2,8,-3,6,-4
CCC(=O)Oc1c(C(=O)CC)cc2c(C)cc(=O)oc2c1C,10,-2,25,-1,3,-1,-6,-4
O=[N+]([O-])c1ccc2c(c1)nc(CO)n2Cc1ccccc1,-6,0,-10,2,0,3,-6,-2
COC(=O)c1ccsc1-n1cc(C#N)c(=O)n(C)c1=O,-10,-2,-14,5,-2,0,-4,1
CCc1ccc(OCCn2cccn2)cc1,11,-16,4,1,-2,-4,-14,-9
COc1ccc(OC(C)C(=O)Nc2cccc(OC)c2)cc1 (stereo not drawn),11,-10,8,-12,-2,2,-5,0
CC(NC(=O)OCc1ccccc1)C(=O)N1CC(O)CC1C(=O)O (stereo not drawn),nt,-16,nt,2,-3,-5,nt,nt
Clc1ccc(OCc2noc(-c3ccsc3)n2)c(Cl)c1,7,-94,1,0,-4,8,-157,-102
CC(C)c1cc(-c2cc(C(=O)Nc3ccccc3)on2)nc(NCC2CC2)n1,-50,nt,11,nt,nt,nt,-5,-5
COC(=O)CN1C(=S)N(c2ccc(Cl)cc2)C(=O)C1CC(=O)Nc1ccccc1 (stereo not drawn),-1,3,4,0,0,9,-3,-8
COc1ccc(Cl)cc1NC(=O)Nc1ccccc1C(N)=O,-1,-10,10,-6,0,-5,16,7

# Fetched by compound from the list above:
SMILES,APJ antagonist,Gli-Sufu block,UBC13 inh,CCR6 antagonist,CXCR6 inh,EBI2 block,697 NFkB inh,Jurkat NFkB inh
O=S(=O)(Nc1cccc(S(=O)(=O)N2CCOCC2)c1)c1ccc2c(c1)OCCO2,-2,4,3,7,1,-9,18,3
COC(=O)c1ccsc1-n1cc(C#N)c(=O)n(C)c1=O,-10,-2,-14,5,-2,0,-4,1

# One compound at a time, as listed above:
# `O=[N+]([O-])c1ccc2c(c1)nc(CO)n2Cc1ccccc1` across the screens: APJ antagonist = -6; Gli-Sufu block = 0; UBC13 inh = -10; CCR6 antagonist = 2; CXCR6 inh = 0; EBI2 block = 3; 697 NFkB inh = -6; Jurkat NFkB inh = -2
# `O=S(=O)(Nc1cccc(S(=O)(=O)N2CCOCC2)c1)c1ccc2c(c1)OCCO2` across the screens: APJ antagonist = -2; Gli-Sufu block = 4; UBC13 inh = 3; CCR6 antagonist = 7; CXCR6 inh = 1; EBI2 block = -9; 697 NFkB inh = 18; Jurkat NFkB inh = 3

# From PubChem
